# MT stabilize HCS = microtubule stabilizers in HeLa cells, primary screen, imaging, high-content imaging. AID 2205, 2009. HeLa tubulin immunostaining HCS, 24 h; share of cells brighter than vehicle mean+2SD. % tubulin-high responders, % at 10 µM. 0.83% of 200,000 active;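 active means plate Z-score above 3 for both tubulin-high and condensed-nucleus cell shares, with cell loss under 80%, at 10 µM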;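 further: anti alpha tubulin signal scored within the nucleus-defined area of each cell; some results filed as inactive read as strong as hits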
# WT yeast gro inh = growth inhibition of WT strain, primary screen, mitochondrial fusion inhibitor project, WT and mutant strains, chemical genetic; mitochondrial fusion phenotypic screen; inhibition, % at 10 µM; 2.1% of 190,000 active; AID 1362, 2008; in the data active means inhibition above about 58%; tested in S. cerevisiae
# bCat nuc transl = modulators of beta-catenin nuclear translocation, primary screen, imaging, HeLa cells, immunofluorescence, high-content; nuclear translocation activity, % at 5 µM; 0.3% of 190,000 active;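 active means nuclear translocation activity above 50% at 5 µM, with a well cell count of 50 or more; inconclusive means wells under 50 cells across six images, flagged as toxic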;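 further: per-cell ratio of nuclear to cytoplasmic median beta-catenin stain intensity; plate controls were DMSO negative control for no effect and GSK-3 inhibitor IX positive control for full effect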
#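 Test system: human HeLa cells, endogenous beta-catenin. Times: 24 h compound exposure, 37°C. Measured by: beta-catenin immunofluorescence imaging with DAPI.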
# Autophagy HCS = autophagy modulators in MEF cells, primary screen, imaging, high-content, MEF GFP-LC3; calls only at 10 µM (by protocol); 0.98% of 190,000 active; MEF GFP-LC3 puncta imaging; test concentration mostly 10 µM; AID 463193, 2010;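 active means percentage of spot-positive cells more than 3 SD above its plate mean, without a fluorescence outlier flag or 80% toxicity; inconclusive means no clear call, values can overlap the other calls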;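 further: spot-positive cell cutoff set from DMSO-treated cells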
# T cell modulator = modulators of CD8 T cell-vesicle binding, primary screen, mouse 2C CD8+ T cells, flow cytometry; 2C CD8+ T cell-vesicle binding; hits give low values; calls only at 7 µM; 0.068% of 330,000 active;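 active means response, share of CD8 T cells binding vesicles, and their 90th percentile fluorescence all below set limits, cut at about 80% in these data, passing the limit was not always enough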
#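 Also added: QL9-peptide-loaded Drosophila micro-vesicles bearing Ld, ICAM-1 and B7-1; Test system: purified 2C TCR transgenic mouse naive CD8+ T cells; Measured by: cytometric PE anti-B7-1 and Alexa647 anti-CD8 signals after 1% paraformaldehyde fixation; Timing: binding step 1.5 h, 37 °C, antibody labelling 20 min, ice.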
# Insulin prom up = insulin promoter activators in MIN6 cells, imaging, high-content screening, mouse beta cells; MIN6 insulin promoter-GFP reporter; hits give high values; z-score at 5 µM; 0.3% of 190,000 active;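 active means z-score above 3 at 5 µM with at least 500 cells counted in the well; inconclusive means wells under 500 cells, flagged as cytotoxic or low count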
# West Nile antiviral = West Nile virus antiviral activity, cell-based, CPE readout (AID 1621); West Nile virus-infected cells, CPE inhibition; higher % means a stronger effect; CPE inhibition, % at 10 µM, or IC50 in µM where a hit was titrated; 0.02% of 290,000 active; in the data active means a potency from the dose series; inconclusive means CPE inhibition mostly from about 3.7% at the one dose, without a potency; inactive means the rest, 99 in 100 with CPE inhibition below about 2.2%; further: strong numbers were not always called active
# Myeloid diff MLP = induction of myeloid progenitor differentiation, primary screen, cell-based, flow cytometry, MLPCN library | ER-HoxA9 myeloid progenitors, lysozyme-GFP differentiation | 1% of 360,000 active | calls only at 10 µM;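 active means normalized GFP-positive differentiation at or above the plate's own cutoff, the solvent-only control mean plus 3 SD; inconclusive means no clear call, values can overlap the other calls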;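 further: cells exposed to compound for four days before flow analysis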
# Lipid droplet = inhibitors of hepatocyte lipid droplet formation, primary screen, imaging, high-throughput imaging, BODIPY stain; 0.4% of 240,000 active; inhibition, % at 6.5 µM; AML12 mouse hepatocytes, oleate lipid droplets;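 active means lipid droplet intensity inhibited by at least 50%, with more than 500 cells counted; inconclusive means wells with under 300 cells, treated as cytotoxic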
#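 Assay system: AML12 mouse liver cells | Compound: 6.5 µM single-point dosing | Schedule: Overnight exposure | Technique: Fluorescence imaging, 20x objective, two fields per well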
# WT yeast gro inh mutant strain = further read-out of WT yeast gro inh, marked with its call; inhibition, %; mitochondrial fusion phenotypic screen, mutant strain inhibition
# Insulin prom up cell count = second read-out of Insulin prom up, no call of its own (marks repeat the call); cell count; measured here: cytotoxicity, nuclei count;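 total cells summed across four imaged fields per well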
# Lipid droplet cells 6.5 µM = further read-out of Lipid droplet, marked with its call; cell count; measured here: cell count, cytotoxicity flag;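 cells counted across two imaged fields per well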
# bCat nuc transl cell count 5 µM = also measured in bCat nuc transl; calls as there; cell count; measured here: cell count, cytotoxicity flag
# T cell modulator vesicle-bound % = second read-out of T cell modulator, no call of its own (marks repeat the call); double positive events, %; measured here: CD8+ vesicle-bound cell fraction;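 binding gate set so that unloaded-vesicle control wells show 10% double positive cells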
# MT stabilize HCS Hoechst-high % = recorded beside MT stabilize HCS, whose call it bears; % Hoechst-high responders; measured here: nuclear condensation Hoechst responders;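 share of cells brighter than vehicle mean plus two SD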
# MT stabilize HCS cytotoxicity % = further read-out of MT stabilize HCS, marked with its call; toxicity, %; measured here: cytotoxicity by cell density;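 0% = mean cell density of plate MIN control wells and 100% = no cells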
# Autophagy HCS cell loss 18 h = second read-out of Autophagy HCS, no call of its own (marks repeat the call); toxicity, %; measured here: cell loss, nuclei count;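 cell loss after 18 h compound exposure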
# Myeloid diff MLP GFP+ MAC1+ % = second read-out of Myeloid diff MLP, no call of its own (marks repeat the call); GFP+ MAC1+ double positive, %; measured here: differentiation confirmed by MAC1 staining
# Numbers without * were called inactive; i = inactive; u = inconclusive; x = no result given.
SMILES,MT stabilize HCS,MT stabilize HCS Hoechst-high %,MT stabilize HCS cytotoxicity %,WT yeast gro inh,WT yeast gro inh mutant strain,bCat nuc transl,bCat nuc transl cell count 5 µM,Autophagy HCS,Autophagy HCS cell loss 18 h,T cell modulator,T cell modulator vesicle-bound %,Insulin prom up,Insulin prom up cell count,West Nile antiviral,Myeloid diff MLP,Myeloid diff MLP GFP+ MAC1+ %,Lipid droplet,Lipid droplet cells 6.5 µM
CCO[C@H]1OC(C(=O)N2CCOCC2)=C[C@@H](c2ccc3c(c2)OCO3)[C@@H]1CCCO,3.5,1.5,7.7,-9,13,-3.1,1153,i,-11,x,x,-0.85,1277,0.6%,i,1.3,-11,644
CCN(CC)c1ccc(NC(=S)NC(=O)C2CCC2)cc1,x,x,x,x,x,x,x,x,x,i,34,x,x,-0.5%,i,0.6,13,657
CC(C)CCn1c(=O)c2ccccc2n2c(CN3CCOCC3)nnc12,1.7,2.7,7.8,-2,-21,-1.1,1068,i,-12,i,41,-1.2,1337,-0.3%,i,0.2,-1,736
Cc1ccccc1NC(=S)N(CCc1c(C)[nH]c2ccc(F)cc12)Cc1cccnc1,1.8,3.1,8.3,-12,-8,0.5,1079,i,-3,i,9,0.3,1249,0.7%,i,0.3,-15,698
CC1CCCN(S(=O)(=O)c2ccc(C(=O)Nc3ccccc3-c3nc4ccccc4[nH]3)cc2)C1 (stereo unspecified),6.2,30,32,0,13,0.6,1061,i,32,i,45,-0.75,1428,-0.4%,i,0.0,-3,663
Cn1c(=O)c2c(nc(NCc3ccco3)n2C/C=C/c2ccccc2)n(C)c1=O,x,x,x,-16,-4,-2.4,915,x,x,i,42,-6.4,658,-0.2%,i,4.0,x,x
CCOC(=O)c1nc(N/N=C/c2ccccc2)sc1Br,x,x,x,x,x,x,x,x,x,i,37,x,x,-1.1%,i,0.5,-1,814
CC(C)(C)NC(=O)Cn1c(=O)oc2ccc(Cl)cc21,4.0,3.1,6.6,-4,-7,-1.4,1192,x,x,i,37,0.38,1293,-0.1%,i,1.8,11,764
Cc1cc(N)ccc1NC(=O)CN1CCCC1,x,x,x,x,x,x,x,x,x,i,20,x,x,0.4%,i,0.7,6,830
CCOC(=O)c1oc2ccc(CNCCO)c(Cl)c2c1C,4.5,2.1,2.5,-15,-3,-8.1,958,i,-9,i,22,-0.85,1099,-0.2%,i,0.0,x,x
O=C1COc2ccccc2N1Cc1c(F)cccc1Cl,x,x,x,x,x,x,x,x,x,i,23,x,x,-0.3%,i,0.6,2,394
Nn1c(SCC(=O)Nc2cc(S(=O)(=O)N3CCOCC3)ccc2Cl)nnc1-c1cccnc1,3.3,1.6,8.6,-7,15,1.2,994,i,-8,i,55,0.68,1277,-0.2%,i,1.2,16,692
COCc1cc(C)nc(SCC[N+](C)(C)CC(=O)Nc2ccccc2)c1C#N,3.2,1.7,5.5,-6,-3,-0.6,1032,i,-3,i,21,0.59,1263,0.7%,i,1.3,-5,720
COc1ccc(Cc2nnc(NC(=O)Nc3ccccc3OC)s2)cc1,x,x,x,x,x,x,x,x,x,i,38,x,x,-1.1%,i,0.5,-29,810
CC(C)(C)c1ccc(-c2cnco2)cc1,4.4,0.9,0.5,7,6,0.6,1123,i,35,i,49,-0.51,1373,0.1%,i,0.6,-2,699
CCOC(=O)Cn1cc(C(=O)C(C)(C)C)c2ccccc21,2.2,2.0,4.5,-6,2,-2.0,1015,i,16,i,32,x,x,0.1%,i,0.0,18,716
CC(C)Cc1nc2oc3c(=O)[nH]cnc3c2c2c1CCC2,6.4,2.9,9.1,4,9,2.8,992,i,-2,i,19,-0.13,1208,0.3%,i,0.8,x,x
Cc1nn(-c2ccccc2)c(Cl)c1/C=C1\C(=O)N(C)C(=S)N1C,1.6,0.9,8.8,17,37,0.0,943,i,0,i,27,-1.7,1351,-1.0%,i,0.1,16,666
Oc1ccc2ccccc2c1C=NCc1ccccc1,x,x,x,x,x,-0.4,1279,x,x,i,50,0.19,1379,0.0%,i,0.3,x,x
c1csc(CNc2ccc3c(c2)OCCO3)c1,2.5,3.8,7.1,-3,0,-0.1,940,i,-5,i,24,-0.89,1342,1.1%,i,1.7,-23,605
O=C(O)C1C2C=CC3(CN(C/C=C/c4ccccc4)C(=O)C13)O2 (stereo unspecified),2.8,1.5,7.8,11,4,-4.2,975,i,20,i,24,1.1,1379,0.7%,i,0.8,x,x
COc1ccc(NC(=O)/C=C/c2ccc3c(c2)OCO3)cc1,3.6,2.3,2.8,8,-8,0.4,1540,i,28,i,62,0.38,1484,-0.2%,i,0.1,3,536
CCC(=O)c1ccc(OC(=O)c2cccs2)cc1,2.8,2.3,6.0,-3,-1,x,x,i,-10,i,17,x,x,1.0%,i,2.0,x,x
C[C@H](N)c1nnc(SCc2c(Cl)cccc2Cl)o1,4.3,2.7,7.2,9,-9,-2.1,1084,i,-3,i,36,x,x,-0.6%,i,0.6,-5,737
COc1ccc2cc(C#N)c(SCC(=O)Nc3nonc3C)nc2c1,x,x,x,x,x,x,x,x,x,i,36,x,x,0.2%,i,0.5,16,758

# Next part (3 carried over from the part before).
SMILES,MT stabilize HCS,MT stabilize HCS Hoechst-high %,MT stabilize HCS cytotoxicity %,WT yeast gro inh,WT yeast gro inh mutant strain,bCat nuc transl,bCat nuc transl cell count 5 µM,Autophagy HCS,Autophagy HCS cell loss 18 h,T cell modulator,T cell modulator vesicle-bound %,Insulin prom up,Insulin prom up cell count,West Nile antiviral,Myeloid diff MLP,Myeloid diff MLP GFP+ MAC1+ %,Lipid droplet,Lipid droplet cells 6.5 µM
CCC(=O)c1ccc(OC(=O)c2cccs2)cc1,2.8,2.3,6.0,-3,-1,x,x,i,-10,i,17,x,x,1.0%,i,2.0,x,x
C[C@H](N)c1nnc(SCc2c(Cl)cccc2Cl)o1,4.3,2.7,7.2,9,-9,-2.1,1084,i,-3,i,36,x,x,-0.6%,i,0.6,-5,737
COc1ccc2cc(C#N)c(SCC(=O)Nc3nonc3C)nc2c1,x,x,x,x,x,x,x,x,x,i,36,x,x,0.2%,i,0.5,16,758
Nc1nnc(SCC(=O)Nc2sc3c(c2C(=O)c2ccccc2)CCCC3)s1,1.3,2.5,4.3,5,-10,0.1,1101,i,0,i,6,0.35,1288,-1.0%,i,0.4,-26,624
COc1ccc(/C=N/OCC(=O)NCc2cccs2)c(OC)c1,3.4,3.5,5.7,-8,-11,1.7,890,i,12,i,22,1.8,1454,-1.2%,i,0.3,-4,620
CC(=O)Nc1ccc2c(c1)n(C)c(=O)n2C,3.6,2.3,4.0,5,10,x,x,i,3,i,44,x,x,0.2%,i,4.3,16,682
CC(=O)Nc1ccc(Nc2nc(-c3sc(C)nc3C)cs2)cc1,x,x,x,x,x,x,x,x,x,i,56,x,x,-1.1%,i,0.5,-1,832
C/C(=N\NC(=O)c1cccnc1)c1cc(C)oc1C,3.6,3.6,14,-8,-8,x,x,i,10,i,6,0.16,1217,0.8%,i,2.4,-4,695
CCCCOc1ccc(OCCSc2nc3ccccc3n2CC(=O)O)cc1,x,x,x,x,x,x,x,x,x,i,12,x,x,0.1%,i,0.3,-16,850
O=C(Cc1ccccc1)Nc1ccc(NC(=S)NC(=O)c2ccccc2)cc1,x,x,x,x,x,x,x,x,x,i,18,x,x,u,i,0.9,2,818
Cc1ccc(/C=C2\SC(=S)N(CCC(=O)NNC(=O)c3ccc(O)cc3)C2=O)cc1,x,x,x,x,x,x,x,x,x,i,0,x,x,0.2%,i,0.7,-4,707
CCOC(=O)c1ccc(NC(=O)CSc2nnc(CCc3ccc(C)o3)n2-c2ccccc2)cc1,1.5,1.6,9.9,13,18,-1.5,1469,i,1,i,24,-0.02,892,0.0%,i,1.1,x,x
CC1/C(=N/O)CC(c2ccco2)NC1c1ccco1 (stereo unspecified),5.0,3.1,9.0,-12,-21,-1.9,1025,i,4,i,32,-0.15,2291,-0.5%,i,0.3,-18,661
CC(=O)n1cc([C@@H]2C=C(C(=O)Nc3ccccc3)O[C@H](OCCCCO)C2)c2ccccc21,5.7,1.9,10,4,11,0.1,1157,i,23,i,29,-1,1232,0.6%,i,2.4,10,767
CCc1cccc2c(=O)c(C(=O)N3CCOCC3)c[nH]c12,4.9,3.5,12,24,-34,-5.1,1002,i,-6,i,5,0.73,1303,-0.4%,i,0.6,x,x
CCOc1ccccc1NC(=O)N1CCC(C(=O)c2ccc(F)cc2)CC1,2.7,2.7,4.6,7,3,1.0,1091,i,-40,i,32,x,x,-1.4%,i,1.1,59*,754*
COc1ccc(/C=C/c2nnc(NC(=O)c3ccco3)s2)cc1,x,x,x,x,x,-1.7,1114,x,x,i,14,-0.24,1621,0.0%,i,0.3,1,687
Cc1ccc(CC(NC(=O)c2ccccc2)C(=O)NC(CC(C)C)C(=O)O)cc1 (stereo unspecified),2.3,2.9,5.3,5,-2,-1.2,1101,i,-38,i,45,-0.86,1331,0.1%,i,1.1,8,651
c1ccc(COC2CCCN(Cc3nc(-c4cnccn4)no3)C2)nc1 (stereo unspecified),3.1,2.8,0.5,0,3,-1.6,1002,i,-1,i,60,0.37,1348,0.1%,i,0.6,-12,728

# High-throughput results as filed in PubChem BioAssay.
